IL-1B inflam inh: qHTS for Inhibitors of Inflammasome Signaling: IL-1-beta AlphaLISA Primary Screen; hit rate 4.7% among 360,000; AID 743279, 2014; activity change, % at 57.5 µM; THP-1 LPS/ATP IL-1B secretion, AlphaLISA, 16 h; active compounds read low; in the data active = activity change below about -50%; inconclusive = mostly about -30% to -49%; note: % is set by controls: 0 for no effect and ±100 for the full control effect
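THP-1 cells pretreated 1 hr with compounds (up to 57.5 uM final), then stimulated with LPS (250 ng/mL final) plus ATP (1.25 mM final); secreted IL-1B measured by AlphaLISA after 16 hr, decreased signal indicating inhibition.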
HT1080NT lethal: qHTS for induction of synthetic lethality in tumor cells producing 2HG: qHTS for the HT-1080-NT fibrosarcoma cell line. HT-1080-NT fibrosarcoma viability, CellTiter-Glo ATP luminescence, 48 h. Potency, µM (titrated, usually from 46.1 µM), for the others: at the top dose activity, negative = less viability, usual class: cytotoxic. hit rate 1.6% among 360,000;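 note: NT is the 2HG producing partner of a matched IDH1 knockdown line; potency is the fitted concentration of half-maximal effect; 0% = DMSO-treated cells and -100% = media-only wells without cells; nearly all actives have a fitted effect of over 55% in size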
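Toxicity toward the 2HG-producing NT line was scored as %Activity, normalised to DMSO and no-cell wells, from CellTiter-Glo luminescence after 48 hours' treatment.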
KB-V1 cytotox: qHTS assay for MDR1-selective chemotherapeutics: Primary screen using the drug-selected MDR subline cells KB-V1; KB-V1 MDR cells viability, CellTiter-Glo, 72 h; Potency, µM (doses to about 46.1 µM), without a hit: at the top dose activity change, negative = cytotoxicity, hits mostly cytotoxic; hit rate 3.4% among 400,000; note: potency is the fitted concentration of half-maximal effect; % is set by controls: 0 for no effect and ±100 for the full control effect; nearly all actives have a fitted effect of over 60% in size
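KB-V1 MDR subline cells in DMEM (phenol-red free, 10% FBS) exposed to compounds in qHTS concentration series for 72 h at 37 degrees C. Viability read by CellTiter-Glo luminescence; concentration-effect curves fitted after normalization and correction.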
GLP-1R agonist: qHTS of GLP-1 Receptor Agonists; HEK293 GLP-1R CRE-luciferase, luminescence, 4-6 h; cells express a hypersensitive GLP-1R form; Potency, µM (highest dose often 45.6 µM), for the others: at the top dose activation, most hits filed as activators; hit rate 0.007% among 380,000; note: potency is the fitted concentration of half-maximal effect; % of control where 0% means no effect
Target sequence (P43220 whole entry, looked up): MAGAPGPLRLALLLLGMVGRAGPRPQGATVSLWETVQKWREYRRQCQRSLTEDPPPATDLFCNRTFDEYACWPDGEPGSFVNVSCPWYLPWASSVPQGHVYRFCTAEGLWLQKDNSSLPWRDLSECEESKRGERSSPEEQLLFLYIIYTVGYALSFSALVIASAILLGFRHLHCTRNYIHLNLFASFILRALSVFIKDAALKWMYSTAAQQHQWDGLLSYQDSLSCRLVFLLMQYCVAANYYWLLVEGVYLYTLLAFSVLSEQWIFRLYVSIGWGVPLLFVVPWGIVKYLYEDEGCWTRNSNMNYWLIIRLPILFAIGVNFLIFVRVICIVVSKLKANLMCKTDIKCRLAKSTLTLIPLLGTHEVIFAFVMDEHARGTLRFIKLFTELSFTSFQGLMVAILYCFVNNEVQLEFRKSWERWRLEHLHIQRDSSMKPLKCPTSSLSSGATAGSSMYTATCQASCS
DRD3 antagonist: qHTS of D3 Dopamine Receptor Antagonist: qHTS; AID 652054, 2013; D3R cells, DiscoveRx beta-arrestin luminescence, antagonist mode; active compounds read low; D(3) dopamine receptor (Homo sapiens), P35462; max response, negative = inhibition, %; hit rate 2.5% among 360,000; in the data active = max response below about -50%; inconclusive = no clear call, values can overlap the other calls; note: % is set by controls: 0 for no effect and ±100 for the full control effect; mostly tested at two doses, the higher about 12 µM
Target sequence (P35462 whole entry, looked up): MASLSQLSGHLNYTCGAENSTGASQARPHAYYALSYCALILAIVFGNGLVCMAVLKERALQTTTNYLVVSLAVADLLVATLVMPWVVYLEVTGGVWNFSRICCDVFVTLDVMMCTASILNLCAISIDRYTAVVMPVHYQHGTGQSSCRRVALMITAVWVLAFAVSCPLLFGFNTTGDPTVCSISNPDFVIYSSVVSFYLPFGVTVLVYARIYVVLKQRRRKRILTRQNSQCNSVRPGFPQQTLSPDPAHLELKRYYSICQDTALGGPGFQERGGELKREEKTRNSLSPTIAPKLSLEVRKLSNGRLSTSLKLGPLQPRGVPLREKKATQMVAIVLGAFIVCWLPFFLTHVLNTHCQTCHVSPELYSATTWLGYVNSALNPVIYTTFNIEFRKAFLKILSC
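Cells expressing the human receptor were seeded at 1500 cells/well, incubated overnight at 37 degrees C in 5% CO2, then exposed to library compounds with dopamine controls for 90 minutes at 37 degrees C before luminescent detection.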
KB-3-1 cytotox: qHTS assay for MDR1-selective chemotherapeutics: Primary screen using the parental adenocarcinoma cell KB-3-1 | KB-3-1 viability, CellTiter-Glo ATP luminescence, 72 h | Potency, µM (highest dose often 46.1 µM), for the others: top-dose activity change, negative = cytotoxic, actives largely listed as cytotoxic | hit rate 1.4% among 400,000; note: potency is the fitted concentration of half-maximal effect; % is set by controls: 0 for no effect and ±100 for the full control effect; nearly all actives have a fitted effect of over 60% in size
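Multi-concentration cytotoxicity screen in KB-3-1 cells grown in DMEM lacking phenol red with 10% FBS. After 72 h at 37 °C with compound, ATP-dependent luminescence was recorded.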
HT1080 IDH1KD tx: qHTS for induction of synthetic lethality in tumor cells producing 2HG: qHTS for the HT-1080-IDH1KD cell line | HT-1080 IDH1 knockdown viability, ATP luminescence, 48 h | Potency, µM (series often up to 46.1 µM), without a hit: top-dose activity, negative = toxicity, usual class: cytotoxic | hit rate 2% among 360,000 | AID 686971, 2013;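 note: potency is the fitted concentration of half-maximal effect; 0% = DMSO wells and -100% = cell-free medium wells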
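Luminescent ATP read-out (CellTiter-Glo, 10 min at room temperature) after 48 h compound exposure at 37 °C gave viability of IDH1-knockdown HT-1080 cells. Activity was normalised to DMSO and cell-free wells, then fitted as concentration-response curves.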
SW480 rereplic: A quantitative high throughput screen for small molecules that induce DNA re-replication in SW480 colon adenocarcinoma cells | SW480 DNA re-replication, Hoechst DNA content imaging, 48 h | hit rate 1.8% among 340,000 | AID 624297, 2012 | Potency, µM (top dose mostly 46.1 µM), without a hit: top-dose re-replication activation, usual class: activators; note: potency is the fitted concentration of half-maximal effect; % of control where 0% means no effect; nearly all actives have a fitted effect of over 55% in size
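Image-based DNA-content assay: after two days of treatment, nuclei were labelled with the DNA dye Hoechst and imaged, and hits were compounds raising the count of nuclei showing high fluorescence intensity.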
DRD3 agonist: qHTS of D3 Dopamine Receptor Agonist: qHTS; D(3) dopamine receptor (Homo sapiens), P35462; D3R DiscoveRx beta-arrestin cells, luminescence, 90 min; max activation, %; hit rate 0.58% among 410,000; in the data active = max activation above about 30%; note: 0% is about no effect; mostly tested at two doses, the higher about 12 µM
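Agonist mode: compounds and dopamine controls were applied to plated cells for 90 min at 37 degrees C after an overnight attachment at 1500 cells/well. Luminescent read-out followed 30 - 60 minutes at room temperature with DiscoveRx detection reagent.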
Active calls of the source: *; ? = inconclusive; / = not tested or not shown; [ ] = another dose, or the depositor's remark. Unless noted, calls come from the whole dose curve; as a rule, active = well fitted curve in the direction sought with a large enough effect; inconclusive = small, poorly fitted or top-dose-only effect, or another doubt; inactive = no such curve, though single readings can be large; an effect the other way counts as inactive or inconclusive.

SMILES	IL-1B inflam inh	HT1080NT lethal	KB-V1 cytotox	GLP-1R agonist	DRD3 antagonist	KB-3-1 cytotox	HT1080 IDH1KD tx	SW480 rereplic	DRD3 agonist
CCOc1ccc(NC(=O)CCNS(=O)(=O)c2ccc3c(c2)c(=O)n(C)c(=O)n3C)cc1	-20.2	-1.6%	-12.8%	2.2%	-3.5	21.9%	7.6%	-3.2%	1.7
CCC(C)c1ccc(O)c(NC(=S)NC(=O)c2cccnc2)c1 (centres undefined)	0.1	-3.1%	-24.3%	7.8%	-63.3*	2.8%	?	?	-40.7
c1ccc(-c2nn3c(C4CCCCC4)nnc3s2)cc1	0.0	-14.1%	0.0%	2.8%	8.5	?	-5.2%	-3.8%	-5.8
CCCC(C)NC(=O)c1cccc(Oc2ccccc2)c1 (centres undefined)	0.0	-13.9%	?	6.2%	6.3	?	1.0%	-5.4%	-4.7
Cc1ccc(/C=C2\SC(=S)N(CCCC(=O)Nc3cccnc3)C2=O)cc1	?	4.7%	23.1µM*	-3.6%	9.1	?	8.8%	?	-2.6
Cc1ccc(-c2nc(CS(=O)(=O)CC(=O)NCCCN3CCOCC3)c(C)o2)cc1	-18.9	3.3%	3.4%	-1.3%	20.8	-13.2%	-1.3%	-1.7%	-0.4
CCN(CC(=O)Nc1ccc2c(c1)OCCO2)C(=O)CCOc1ccccc1	0.0	0.5%	-3.0%	1.1%	-18.5	2.8%	-0.5%	?	-3.7
COCc1cc(=O)n2[nH]c(-c3ccco3)cc2n1	36.7	14.7%	-7.0%	-3.1%	7.9	0.2%	-0.9%	-0.6%	7.0
CN(C)c1ccc(-c2nnn(CC(=O)N3c4ccccc4CCc4ccccc43)n2)cc1	-1.9	14.0%	-1.1%	-5.7%	6.7	-3.0%	2.4%	-2.4%	8.9
COCCNc1c2c(c(C#N)c3nc4ccccc4n13)CCCC2	13.3	-14.3%	?	3.1%	7.1	0.0%	-16.5%	18.3%	4.6
CC1=C(C#N)S(=O)(=O)C(C#N)C(c2ccccc2)C1 (centres undefined)	/	1.8%	3.5%	0.3%	-5.3	-11.6%	-6.7%	?	-4.0
CSc1ccccc1NC(=O)COc1ccc(S(=O)(=O)N2CCCC2)cc1	8.0	-1.3%	-5.7%	13.9%	12.8	-2.3%	-6.7%	-1.5%	-1.2
Oc1ccc(N=Cc2cc(Br)c(N3CCOCC3)o2)cc1	0.2	3.6%	21.5%	-1.0%	5.4	-1.5%	6.4%	-2.9%	-3.4
NC(=O)c1nnn(-c2ccccc2)c1N	-2.0	-0.8%	-15.3%	1.6%	-27.0	-12.9%	-2.2%	-1.6%	-21.5
NC(c1csc(NC(=O)Nc2cccc(C(F)(F)F)c2)n1)C1CCCCC1 (centres undefined)	-110.7*	8.2µM*	?	-17.3%	13.3	?	14.6µM*	/	-7.3
Cc1ccc(N2C(=O)c3ccccc3C2=O)cc1Cl	14.2	2.9%	24.5%	-9.2%	?	2.7%	-4.0%	-3.6%	7.7
CCOC(=O)C1CCCN(C(=O)c2cccc(S(=O)(=O)N(Cc3ccccc3)c3ccccc3OC)c2)C1 (centres undefined)	-14.5	-6.4%	-11.0%	-17.1%	0.0	-11.6%	4.3%	5.4%	-11.6
Cn1c(CN2CCOCC2)nnc1SCC(N)=O	6.0	-0.7%	6.9%	2.3%	13.2	-7.8%	-4.8%	4.3%	-8.5
O=C(NCCN1CCNCC1)c1ccccn1	6.1	16.7%	10.8%	6.3%	-27.9	10.3%	17.1%	-2.9%	-3.2
CC1=C([N+](=O)[O-])C(c2ccccc2Cl)NC(=O)N1 (centres undefined)	-15.2	0.7%	0.0%	-2.4%	-21.4	22.6%	-0.7%	4.4%	1.5
O=C(NCCCN1CCN(c2ccccc2F)CC1)C1CCN(S(=O)(=O)N2CCOCC2)CC1	15.4	2.3%	20.8%	-4.9%	?	1.6%	2.0%	-1.5%	25.8
CC(NC(=O)c1ccccc1F)c1nnc(SCC(=O)N2CCN(c3ccccc3)CC2)n1C (centres undefined)	21.1	14.7%	0.5%	3.9%	0.1	10.3%	16.3%	-3.3%	1.2
CN(CC(=O)Nc1ccccc1Cl)C(=O)c1cc(=O)[nH]c2ccccc12	13.4	-4.3%	?	15.5%	-0.4	2.5%	0.3%	-37.2%[inhibitor]	-18.0
O=C(O)C(Cc1ccccc1)N=Cc1c(O)c2ccccc2oc1=O (centres undefined)	16.5	?	-8.9%	-0.9%	94.1	-3.7%	?	9.2%	-0.7
C/C(=N\NC(=O)c1cc2c(s1)CCC(C)C2)c1cccnc1 (centres undefined)	-19.1	-8.6%	5.3%	38.1%	-13.2	17.7%	0.9%	-7.4%	-6.1
CC1CC(C)CN(C(C(=O)NC2CCCCC2)c2cc3ccccc3o2)C1 (centres undefined)	-28.1	?	0.0%	1.5%	0.0	-78.4%	?	/	-3.5
Cn1c(=O)n(C)c2cc([N+](=O)[O-])c(N3CCN(S(=O)(=O)c4ccccc4)CC3)cc21	-0.9	1.3%	2.91µM*	6.2%	21.7	?	0.0%	0.1%	3.9
N#C/C(=C\c1cccnc1)c1ccc([N+](=O)[O-])cc1	-21.1	-4.9%	?	-2.2%	6.6	-29.0%	-3.4%	-2.9%	3.9
Cc1c(C(=O)N(C)C2CC(C)(C)NC(C)(C)C2)oc2c(F)cccc12	-27.2	1.6%	/	2.3%	0.2	/	0.3%	-4.1%	13.5
COC(=O)C(c1ccccc1)C(C(=O)OC)c1ccccc1 (centres undefined)	0.0	13.3%	1.8%	-4.7%	10.2	-0.6%	6.5%	0.0%	2.0
O=C(CCn1cnc2ccccc2c1=O)Nc1ccc(S(=O)(=O)N2CCCCC2)cc1	10.1	-7.5%	-4.4%	6.8%	26.1	2.4%	-5.8%	23.6%	11.3
O=C(NCCNC(=O)c1cc(F)cc(F)c1)c1cc(F)cc(F)c1	36.1	?	17.1%	11.9%	19.8	13.0%	25.5%	11.7%	13.5
CC(NC(=O)CNC(=O)c1ccccc1F)c1ccc(-n2ccnc2)cc1 (centres undefined)	-20.1	12.5%	2.9%	-0.6%	9.5	1.4%	6.3%	-20.8%	-1.8
COc1ccc(CCN(C)C(=O)C2CCN(Cc3ccccc3)CC2)cc1OC	1.2	21.5%	?	4.9%	-12.4	2.2%	2.7%	-9.4%	-11.8
CSc1ccccc1NC(=O)Cc1ccccc1	8.7	7.9%	9.3%	2.4%	2.4	8.9%	-0.4%	1.3%	-12.7
O=C(O)Cc1ccc(NC(=O)COc2ccc3ccccc3c2)cc1	0.0	-3.2%	19.0%	1.9%	-17.7	9.9%	-3.4%	0.0%	-6.9
Clc1nssc1=Nc1ccc(Br)cc1	-96.9*	16.4µM*	?	-7.7%	4.8	-23.6%	?	?	5.4
COc1ccc(CCNC(=O)C2CCN(S(=O)(=O)N3CCC(C)CC3)CC2)cc1OC	14.3	7.7%	20.6µM*	1.8%	2.5	?	-1.7%	-0.8%	3.7
O=C(Nc1ccc(S(=O)(=O)Nc2nccs2)cc1)c1cccc(N2C(=O)c3ccccc3C2=O)c1	26.9	2.9%	0.0%	-0.3%	12.0	5.2%	4.8%	-10.3%	0.2
COc1ccc(C(C)C)cc1-c1cc(C(=O)NCc2cc(C(F)(F)F)cc(C(F)(F)F)c2)[nH]n1	32.8	4.9%	2.0%	2.4%	-3.2	0.0%	0.8%	/	-12.1
Cc1cc(C)c(C#N)c(SCC(=O)N(CCC#N)c2ccc3c(c2)OCCO3)n1	-11.1	4.2%	?	4.2%	-1.5	26.2%	-1.3%	-5.0%	9.1
COc1ccc(CC(=O)N2CCC(C)(C(=O)NS(=O)(=O)C3CC3)C2)cc1OC (centres undefined)	22.8	15.1%	4.1%	-4.5%	7.7	0.0%	17.1%	/	3.3
CCCN(CCC(=O)Nc1ccccc1F)CC1CC1	10.3	12.7%	-2.6%	-3.3%	?	-0.7%	10.8%	-4.0%	-9.2
Cc1cccc(NC(=O)CN(CCc2ccccc2)S(C)(=O)=O)c1	-1.3	5.9%	-14.0%	2.3%	-2.8	0.9%	1.5%	?	-9.3
Cc1cc(C)c(S(=O)(=O)NCc2ccccn2)cc1C	-4.8	0.3%	?	3.0%	13.9	?	-1.0%	-5.7%	13.7
COc1ccc(Br)cc1/C=N/n1c(COc2ccccc2)n[nH]c1=S	8.7	-0.6%	28.2%	1.0%	-6.0	14.4%	14.5%	-4.1%	1.7

Compound activity as filed in PubChem.

Hits appear at their usual frequency; overall some 12% were active at least once.
